HIF-2a inh: HIF-2a inhibition. actives 0.72% (n = 360,000). 786-0 RCC cells HIF-2a reporter, luciferase luminescence, overnight. AID 624352. inhibition, % at 18.8 µM;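 active means inhibition of the luminescence signal of 40% or more relative to plate controls, in a single-dose primary screen at 18.75 µM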
Shn3 3UTR inh: inhibitors of Schnurri-3 3'UTR reporter in osteoblasts. Clone20 osteoblast Shn3 3'UTR firefly luciferase, 24 h. inhibition, % at 12.5 µM. actives 0.52% (n = 360,000). AID 588674;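 active means mean inhibition of at least 75% with every replicate also reaching 75%; inconclusive means mean inhibition at least 75% but some replicate below; inactive means mean inhibition below 75%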;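 further: 0% = median of neutral control wells and 100% = pilot-screen positive control compound; some compounds past the cut are filed as inactive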
Peg3 promoter: inhibitors of Peg3 promoter. HeLa PEG-Prom luciferase reporter, luminescence, overnight. inhibition, % at 20 µM. actives 1.7% (n = 360,000). AID 588405;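 active means inhibition of at least 50% at 20 µM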
NR2E3 ag-1: agonists of human NR2E3 nuclear receptor. AID 602229. inhibition of corepressor binding, % at 3.98 µM. CHO-S Gal4-NCOR/VP16-NR2E3 two-hybrid, luciferase. actives 0.35% (n = 360,000). Q9Y5X4;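 active means inhibition above the mean of all tested compounds plus 3 SD, cut at about 70% in these data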;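 further: 0% = DMSO with NR2E3 transfected cells and 100% = cells lacking NR2E3 construct; higher means lower luciferase signal from less NR2E3 corepressor binding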
Target sequence (Q9Y5X4 whole entry, looked up, the tested form may be a part): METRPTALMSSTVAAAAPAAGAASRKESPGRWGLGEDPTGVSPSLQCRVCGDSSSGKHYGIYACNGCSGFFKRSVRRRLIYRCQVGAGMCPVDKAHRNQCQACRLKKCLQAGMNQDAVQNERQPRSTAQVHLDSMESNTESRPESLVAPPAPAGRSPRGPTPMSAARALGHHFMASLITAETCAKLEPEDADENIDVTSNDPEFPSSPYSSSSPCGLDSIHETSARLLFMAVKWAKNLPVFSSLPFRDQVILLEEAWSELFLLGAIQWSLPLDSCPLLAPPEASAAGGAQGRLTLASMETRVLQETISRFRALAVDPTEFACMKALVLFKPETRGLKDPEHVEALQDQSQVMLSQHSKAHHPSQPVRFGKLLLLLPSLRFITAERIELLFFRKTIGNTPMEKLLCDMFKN
TWEAK Fn14 block: blocks TWEAK-Fn14 interaction in a reporter cell assay | actives 2% (n = 360,000) | inhibition, % at 10 µM | TWEAK-stimulated Fn14 reporter cells, luciferase luminescence, 8 h; in the data active means inhibition above about 50%
iPSC survival up: hiPSC single-cell survival enhancement. ATPlite luminescence; 100% = ROCK inhibitor wells, 0% = DMSO. survival enhancement, % at 20 µM. actives 0.044% (n = 360,000); in the data active means survival enhancement above about 18%;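 further: cells exposed to compounds for 16 hours before the ATP read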
TRPM1 prom inh: reduces MITF-dependent TRPM1 promoter luciferase signal | SK-MEL-5 TRPM1 promoter luciferase, 24 h | AID 488899 | actives 0.83% (n = 330,000) | inhibition, % at 12.5 µM;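 active means mean inhibition across replicates of 60% or more, whatever share of single replicates reaches that level; inconclusive means some that reach 60%, reason not given; inactive means mean inhibition across replicates below 60%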; further: values of inactives mirror those of a sister screen read the other way
CF NFkB inh: inhibitors of cystic fibrosis induced NF-kB; KKLEB NF-kB-GFP reporter, PAF-induced, GFP fluorescence overnight; actives 0.86% (n = 360,000); inhibition, % at 5 µM;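 active means at least 50% inhibition at 5 µM, scaled per plate between neutral and stimulator controls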;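 further: PAF is a Pseudomonas aeruginosa culture filtrate used as stimulus; plate controls were PAF-stimulated DMSO wells for no effect and unstimulated DMSO wells for full effect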
aDG glyco act: alpha-DG glycosylation activation. Pro5-aDG cells, alpha-DG glycosylation AlphaScreen (IIH6); 0% Pro5, 100% B10-LARGE cell signal. activation, % at 10 µM. actives 0.22% (n = 360,000). AID 624168;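 active means activation of at least 8% versus controls, or a plate z-score of at least 8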;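 further: Pro5 are CHO cells carrying HIG-tagged alpha-DG that lacks glycosylation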
NR2E3 ag-2: agonists of human nuclear receptor NR2E3; Q9Y5X4; GST-NR2E3/biotin-RetCOR TR-FRET, 1536-well; inhibition of corepressor binding, % at 4.78 µM; actives 0.12% (n = 320,000); AID 2300;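 active means percent inhibition above the cutoff of mean plus 3 SD of all tested compounds, set per screening campaign, cut at about 20% in these data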;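 further: 0% = DMSO wells and 100% = biotin wells as full block of FRET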
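System: GST-tagged NR2E3 plus biotinylated RetCOR corepressor; Buffer or medium: pH 7.5 Tris-based buffer; Probe or stimulus: RetCOR corepressor, biotinylated, 7 nM; Doses: compound at 4.8 µM, single dose; Schedule: 5 h incubation at 4 °C; Technique: time-resolved FRET; Evaluation: percent inhibition of TR-FRET ratio; Replication: one well per compound, singlicate testing.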
KKLEB tox: reduces viability of KKLEB cystic fibrosis airway cells; KKLEB CF airway cells viability, ATPlite luminescence, overnight; stronger effect = lower value; cells stimulated with P. aeruginosa culture filtrate; activity change (cytotoxicity), % at 5 µM; actives 0.36% (n = 360,000); AID 602141;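 active means corrected activity change at or below -50% at 5 µM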
* hit, by the source's call; ? = inconclusive; . = no result given.

SMILES	HIF-2a inh	Shn3 3UTR inh	Peg3 promoter	NR2E3 ag-1	TWEAK Fn14 block	iPSC survival up	TRPM1 prom inh	CF NFkB inh	aDG glyco act	NR2E3 ag-2	KKLEB tox
CCOC(=O)N1CCC(NC(=O)CS(=O)Cc2nc(-c3ccc(Cl)cc3)oc2C)CC1 (centres undefined)	13	7	2	32	2	0.1	24	12	-0.1	1	-9
CC(NC(=O)c1ccccc1)C(=O)OCn1nnc2ccccc2c1=O (centres undefined)	-1	2	7	4	9	-3.1	7	-15	-0.4	3	11
CC(C)CC(N)c1csc(Nc2ccc(C(=O)NCCCO)cn2)n1 (centres undefined)	2	-11	16	10	-2	-0.5	.	2	-0.4	.	-12
CC1CC1C(=O)Nc1ccc(S(=O)(=O)N2CCCCC2)cc1 (centres undefined)	0	7	6	-1	-6	-0.4	0	-1	0.0	.	-1
CC(NCc1ccccc1OC1CCCC1)c1ccccc1 (centres undefined)	-2	18	20	11	8	-0.5	-3	17	0.5	1	-9
O=C(OCC1CCNCC1)c1ccc2c(c1)OCO2	16	-10	8	-1	0	-0.2	-10	-19	0.1	.	6
OC(COc1ccc2c(c1)OCO2)CN1CCN(c2ccccc2)CC1 (centres undefined)	12	-3	12	-24	-3	-0.6	5	-3	-0.2	1	5
O=C(Cc1ccc(F)cc1)N/N=C/c1ccc2c(c1)OCO2	-188	-46	-191	-31	-9	-2.9	-51	22	0.0	2	-7
COc1ccc(C)cc1NC(=O)C1CCCN1S(=O)(=O)c1ccc2c(c1)CCC(=O)N2 (centres undefined)	4	12	15	-6	-7	9.6	20	4	0.3	-2	7
COc1ccccc1NC(=O)NC1CCCc2ccccc21 (centres undefined)	5	10	-1	-33	-13	-0.4	16	1	-0.1	-1	-5
O=C(NCc1ccccc1)c1cccc(COc2cccc(Cl)c2)c1	-110	-14	-46	-105	8	-0.5	-36	6	0.6	-2	-6
Cc1ccc(Nc2cc(C)nc(-c3ccccc3O)n2)cc1	-277	15	-163	-91	-33	3.0	-54	-20	0.2	2	5
O=c1oc2ccccc2cc1-c1csc(Cc2nc(-c3ccc(Br)cc3)cs2)n1	-12	50	-2	2	-11	-1.2	30	-4	0.2	1	-6
COCC(C)N=C1NN=C(c2ccc(NC(C)=O)cc2)CS1 (centres undefined)	-116	-31	-63	-5	-6	0.0	-24	9	0.1	-8	8
CC1CC(C)CN(C(=O)CCC(=O)Nc2nnc(C3CCCCC3)s2)C1 (centres undefined)	0	3	12	-19	-1	-0.2	1	11	0.6	-1	-11
C(=C\c1ccccc1)/CN1CCN(C(c2nnnn2-c2ccc3c(c2)OCCO3)C2CC2)CC1 (centres undefined)	9	21	26	-18	58*	-1.4	.	-7	-0.4	.	-3
CCOc1ccc(NC(=O)CN(C)C(=O)c2c(C)nn(-c3ccc(F)cc3)c2Cl)cc1OCC	5	13	14	14	8	0.1	-2	1	-0.1	-2	-4
Cc1cccc(N(Cc2cc3ccc(C)cc3[nH]c2=O)C(=O)c2ccco2)c1	1	19	-1	-16	14	-0.8	-6	22	0.2	-3	10
CCOCCc1nn2c(=O)cc(CSCC(=O)Nc3cccc(C)c3C)nc2s1	0	-1	8	0	17	-0.5	11	-8	3.2	5	7
CC[C@]12c3[nH]c4cc(-c5ccco5)ccc4c3CCN1C(=O)[C@@H](CC(=O)NCc1cccc(C(F)(F)F)c1)C[C@@H]2C(=O)N1CCN(C(=O)c2ccco2)CC1	-13	59	11	-5	9	-1.0	27	-1	0.8	.	12
Cc1nnc(NC(=O)CSc2nc3c(c(=O)n(C)c(=O)n3C)n2C(C)C)s1	18	1	-1	9	3	-0.8	-4	-10	0.0	2	-7
CSCCC(NC(=O)c1cc([N+](=O)[O-])cc([N+](=O)[O-])c1)c1nc2ccccc2[nH]1 (centres undefined)	6	-3	-9	-13	-5	0.3	40	-7	0.3	0	-3
O=C1NCCn2nc3ccccc3c21	-4	-5	-18	-11	2	0.7	0	-6	0.0	17	-4
Cc1ccc(-n2nnnc2SCC(=O)c2cc(C)n(-c3cc(C)on3)c2C)c(C)c1	-14	5	30	-22	1	3.6	0	9	0.2	3	-1
CCCCCCN1C2=NCCCN2c2ccccc21	12	75	16	-33	-11	-0.7	2	5	0.8	-1	0
CCN1CCCC1CNC(=O)C1CCN(C(=O)c2cc3sccc3n2Cc2ccc(F)cc2)CC1 (centres undefined)	-15	14	-6	22	-12	-1.6	3	7	0.0	1	-8
COc1ccc(NC(=O)CC(c2ccco2)C(C)C)cc1 (centres undefined)	-17	-12	-15	-16	4	2.4	-15	14	0.1	0	1
CCn1cnc2c1c(=O)n(CC(=O)O)c(=O)n2Cc1ccccc1	11	-6	6	-11	5	0.2	2	2	-0.1	-1	1
OC(c1ccc(F)c(F)c1)c1nc(-c2ccc(F)c(Cl)c2)cs1 (centres undefined)	-20	-2	-9	-31	-24	-1.3	.	-1	0.0	.	0
CC(=O)Nc1ccc(NC(=O)CSc2cn(CC(=O)N3CCOCC3)c3ccccc23)cc1	22	4	4	10	-11	-0.1	1	-3	-0.1	0	-1
Cc1ccc(Cl)cc1N1CCN(S(C)(=O)=O)CC1	2	-1	1	6	4	1.9	-13	14	0.0	0	1
CC(=O)Nc1ccc(S(=O)(=O)N2CCN(C(=O)c3ncoc3-c3ccccc3F)CC2)cc1	8	4	0	15	18	-0.5	.	-4	0.0	0	-14
CCN1/C(=C2\OC(=S)N(C)C2=O)Sc2ccccc21	-129	-36	-137	-39	-34	-1.8	-77	-16	-0.4	1	12
CCOC(=O)C1CCCN(C(=O)c2ccc(C)c(NC(=O)C3=C(C)OCCS3)c2)C1 (centres undefined)	4	-10	2	5	-8	-0.5	4	-9	0.0	0	1
N#CC1(NC(=O)COC(=O)c2nccnc2N)CCCCC1	11	14	3	-3	-5	0.3	11	1	0.0	1	6
O=C(NCc1ccccn1)C1CCN(S(=O)(=O)N2CCCCC2)CC1	19	11	-1	-10	2	3.5	6	5	0.0	1	14
C=CCN(c1ccc(OC)cc1)S(=O)(=O)c1ccc(Cl)c(C(=O)OCC(=O)c2c(N)n(C)c(=O)n(C)c2=O)c1	13	6	44	-17	9	-0.4	-23	14	-0.2	.	-10
Cc1ccc(S(=O)(=O)N2CCc3ccccc3CC2)cc1	1	?	22	32	30	5.8	15	14	2.6	.	-13
CCC(C(=O)NCCCN1CC(C)CC(C)C1)n1nc(C)c2sc3ccccc3c2c1=O (centres undefined)	8	-3	13	3	-2	-0.4	0	-6	0.3	-1	-16
COC(=O)C1CCN(C(=O)CN2C(=O)NC(CC(C)C)C2=O)CC1 (centres undefined)	-1	3	4	15	13	-0.3	5	-2	-0.1	.	-15
CN(c1ccc(O)cc1)c1nc(-c2ccccc2)cs1	-235	-25	-386	-163	55*	4.4	-54	-4	0.0	1	0
COc1ccc(C(=O)OCCc2ccc(O)cc2)cc1	-267	-131	-425	-158	-38	-2.8	-129	-9	0.0	2	11
O=C(O)CNC(=O)c1ccc(N2CCOCC2)cc1[N+](=O)[O-]	-1	-1	14	15	21	-1.0	-1	-3	1.1	-2	5
CCOC(=O)c1sc2nc(SCC(=O)N(CC)CC)n(CCCN3CCCC3=O)c(=O)c2c1C	4	20	15	9	-2	-0.5	0	-10	-0.1	6	2
CN(C)C(=O)c1cc([N+](=O)[O-])cc([N+](=O)[O-])c1N(C)C	15	-12	2	-7	107*	2.1	8	-2	0.1	1	-2

One compound at a time, as listed above. Screens in order: HIF-2a inh | Shn3 3UTR inh | Peg3 promoter | NR2E3 ag-1 | TWEAK Fn14 block | iPSC survival up | TRPM1 prom inh | CF NFkB inh | aDG glyco act | NR2E3 ag-2 | KKLEB tox
Results for `O=C(O)CNC(=O)c1ccc(N2CCOCC2)cc1[N+](=O)[O-]` : -1 | -1 | 14 | 15 | 21 | -1.0 | -1 | -3 | 1.1 | -2 | 5
Results for `Cc1ccc(S(=O)(=O)N2CCc3ccccc3CC2)cc1` : 1 | ? | 22 | 32 | 30 | 5.8 | 15 | 14 | 2.6 | . | -13

The list continues:
SMILES	HIF-2a inh	Shn3 3UTR inh	Peg3 promoter	NR2E3 ag-1	TWEAK Fn14 block	iPSC survival up	TRPM1 prom inh	CF NFkB inh	aDG glyco act	NR2E3 ag-2	KKLEB tox
Cc1nn(-c2ccc(F)cc2)c(C)c1CN1CCN(CCC(C)C)C(CCO)C1 (centres undefined)	3	-2	1	-6	4	-0.4	7	12	-0.1	1	6
COc1ccc(-c2nnn(CC(=O)Nc3sc4c(c3C#N)CCCC4)n2)cc1	-2	-10	11	-4	-12	-3.5	-2	11	0.1	3	-30
COc1ccc(Cl)cc1N(CC(=O)Nc1ccc2c(c1)OCCO2)S(C)(=O)=O	7	-29	10	10	43	1.2	15	6	-0.2	-1	0
Cc1cc(C)cc(OCC(=O)N/N=C/c2ccccn2)c1	17	-6	4	-1	-10	0.0	-3	0	-0.1	2	5
Fc1cccc(Nc2nc(N3CCOCC3)nc(N3CCOCC3)n2)c1	21	15	1	-5	-18	0.1	-4	20	-0.1	1	-10
CC(=O)Nc1cccc(C(=O)OCC(=O)NC(=O)Cc2ccccc2)c1	2	-10	27	-13	-2	-0.2	0	30	-0.2	-1	-18
CCN(CC)C(=O)C1=C(C)N(Cc2ccc(OC)cc2)C(=O)C(CC(=O)NCCN2CCOCC2)C1 (centres undefined)	1	-12	1	-31	8	3.1	.	-20	0.2	.	7
Cn1c(=O)cc(OCCCC(=O)Nc2ccc3c(c2)OCCO3)c2ccccc21	-24	-7	-11	-26	10	1.1	1	-44	0.3	1	-4
Cc1nnsc1NC(=O)OCC(C)C	17	6	6	-17	-17	-0.9	2	-13	0.2	-1	5
Cc1ccc(-n2c(-c3cccnc3)n[nH]c2=S)c(C)c1	9	-15	24	-1	8	-0.2	-4	-12	-0.3	2	-1
CCNC(=S)Nc1ccc(C)c(S(=O)(=O)Nc2ccccc2OC)c1	16	23	20	0	-2	-0.2	0	-18	0.1	-4	-12
CCOCCc1nnc(NC(=O)C2CC(=O)N(CCc3ccc(F)cc3)C2)s1 (centres undefined)	23	4	22	-14	-8	-0.2	5	0	0.2	4	4
Cc1ccc2nc(N3CCN(C(=O)c4ccco4)CC3)sc2c1	-260	-24	-294	-82	-13	0.0	-104	1	0.1	3	3
Nc1nc(SC2c3cccc4cccc(c34)C2NS(=O)(=O)c2ccccc2)n[nH]1 (centres undefined)	-7	19	15	1	2	-1.2	9	-25	-0.1	1	19
O=C(COC(=O)c1ccc(Cl)c(S(=O)(=O)N2CCCCC2)c1)NCc1ccco1	-5	19	21	0	18	0.7	8	10	-0.2	2	-4
CC(C)[C@H](N)c1nnc(SCC(=O)c2ccc(Cl)cc2)o1	25	10	-2	-22	10	2.5	1	8	-0.2	-2	1

Source: PubChem BioAssay
